High-throughput results as filed in PubChem BioAssay.
MLL CXXC-DNA inh – qHTS Fluorescence Polarization Assay for Inhibitors of MLL CXXC domain - DNA interaction; Histone-lysine N-methyltransferase 2A (Homo sapiens), Q03164; 290,000 compounds, 0.037% hits; MLL-CXXC / FITC-HOXA9 DNA fluorescence polarization; Potency, µM (highest dose often 115 µM), for the others: at the highest dose activity change, negative = inhibition, most hits filed as inhibitors; AID 2662, 2010; active = well fitted inhibition curve with a large enough effect in the polarisation, with a control signal flat, not every such curve was filed as active; inconclusive = small, poorly fitted or top-dose-only effect, or effect the other way, or a change in a side signal; inactive = no such curve, though single readings can be large or run the other way; the % refers to the polarisation; also: potency is read from the fitted curve at half-maximal effect
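Purified MLL-CXXC (added from a 7 uM solution) was preincubated 5 min at ambient with pinned compounds in 50 mM Tris-HCl pH 7.5, 50 mM NaCl, 1 mM DTT, 0.05% BSA. Fluorescein-labeled HOX-A9 DNA (50 nM solution) followed, 30 min, then polarization read.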
TSHR antag – Antagonists of the Thyroid Stimulating Hormone Receptor: HTS campaign; Thyrotropin receptor (Homo sapiens), P16473; AID 504810, 2011; 330,000 compounds, 0.2% hits; activity change, negative = inhibition, % at 11.5 µM; TSHR-expressing cells, TSH-stimulated cAMP HTRF, 2 h; stronger effect = lower value;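 active = activity change below a set negative limit, meaning inhibition stronger than a set level, cut at about -70% in these data; inconclusive = activity change between two set negative limits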; also: % is scaled to controls: 0 for no effect and ±100 for the full control effect
Target sequence (P16473 whole entry, looked up): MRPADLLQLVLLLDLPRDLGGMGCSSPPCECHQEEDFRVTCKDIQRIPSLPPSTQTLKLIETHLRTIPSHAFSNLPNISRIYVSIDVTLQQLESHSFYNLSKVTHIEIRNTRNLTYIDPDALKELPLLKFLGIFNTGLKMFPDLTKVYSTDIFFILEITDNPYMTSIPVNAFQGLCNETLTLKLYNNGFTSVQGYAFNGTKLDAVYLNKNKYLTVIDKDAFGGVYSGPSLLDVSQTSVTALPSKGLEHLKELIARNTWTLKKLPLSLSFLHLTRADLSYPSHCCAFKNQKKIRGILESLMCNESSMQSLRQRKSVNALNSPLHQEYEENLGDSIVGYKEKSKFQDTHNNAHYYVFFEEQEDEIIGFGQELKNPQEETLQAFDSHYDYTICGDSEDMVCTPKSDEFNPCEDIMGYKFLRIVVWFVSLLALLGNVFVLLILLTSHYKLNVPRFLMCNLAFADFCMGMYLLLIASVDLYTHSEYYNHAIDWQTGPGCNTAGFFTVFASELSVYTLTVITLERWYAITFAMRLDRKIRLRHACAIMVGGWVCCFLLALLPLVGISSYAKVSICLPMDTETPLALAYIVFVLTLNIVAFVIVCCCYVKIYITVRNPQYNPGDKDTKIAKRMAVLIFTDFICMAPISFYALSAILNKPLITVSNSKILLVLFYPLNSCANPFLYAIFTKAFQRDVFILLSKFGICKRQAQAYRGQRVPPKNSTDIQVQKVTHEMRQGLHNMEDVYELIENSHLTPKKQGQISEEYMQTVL
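TSHR-expressing cells were treated with compounds, then stimulated with TSH at EC80 (4nM final) for 2 hours at 37 deg C. Cellular cAMP was measured by HTRF competition between lysate cAMP and cAMP-d2 for a cryptate-labelled anti-cAMP antibody.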
MBNL1 CUG block – qHTS Assay for Inhibitors of MBNL1-poly(CUG) RNA binding; TR-FRET MBNL1-His/biotin-(CUG)12 binding, 665/545 ratio; Potency, µM (series often up to 57.5 µM), inactives show at the top dose activity change, negative = inhibition, hits mostly inhibitors; 280,000 compounds, 0.036% hits; AID 2675, 2010; active = well fitted inhibition curve with a large enough effect in the signal ratio, with a control signal flat, not every such curve was filed as active; inconclusive = small, poorly fitted or top-dose-only effect, or effect the other way, or a change in a side signal; inactive = no such curve, though single readings can be large or run the other way; the % refers to the signal ratio; also: potency is read from the fitted curve at half-maximal effect; % is scaled to controls: 0 for no effect and ±100 for the full control effect
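TR-FRET between His-tagged MBNL1 and biotin-(CUG)12 RNA, detected with Tb anti-His antibody (0.055 ng/ul) and streptavidin-XL665 (5 nM), 60 min at room temperature. Compounds titrated 92 nM to 58 uM; 665/545 nm ratio normalized to buffer and complex controls.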
Integrin act MD – qHTS for Activators of Integrin-Mediated Alleviation for Muscular Dystrophy; alpha7betagal myoblasts, beta-gal FDG fluorescence, 48 h; Potency, µM (top dose mostly 38.3 µM), for inactives: top-dose activation, actives largely listed as activators; 350,000 compounds, 0.064% hits; AID 624291, 2012;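 also: potency is read from the fitted curve at half-maximal effect; 100% = response of the positive control SU9516; nearly all actives have a fitted effect of over 60% in size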
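Alpha7betagal+/- myoblasts (passage 13) were plated 16-24 hr, then exposed to compounds (1:260 dilution of DMSO stock) for 48 hours at 37C. After MPER lysis, β-galactosidase reporter activity was read as FDG fluorescence (ex 480/em 540) after 30 minutes.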
TCR act – Activators of T cell receptors: qHTS campaign; 330,000 tested, under 10 active; AID 504894, 2011; Potency, µM (highest dose often 9.22 µM), inactives show top-dose activation of IL-2 secretion, actives largely listed as activators; primary human leukocytes, anti-CD3, IL-2 HTRF, 48 h; also: % of control where 0% means no effect
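HTRF read-out of IL-2 secretion: europium cryptate donor excited at 320nm, d2 acceptor emission at 665nm. Cells were primary human leukocytes incubated 48 hr with compounds and a-CD3 beads, supplying TCR signal only.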
Menin-MLL TR inh – qHTS Assay for Inhibitors Targeting the Menin-MLL Interaction in MLL Related Leukemias: Competition With Texas Red Labeled MLL-derived Mutant Peptide | Menin + Texas Red MLL mutant peptide, fluorescence polarization | Potency, µM (highest dose often 61.6 µM), for the others: at the top dose FP activity change, negative = inhibition, hits mostly inhibitors | 270,000 compounds, 0.23% hits | AID 1768, 2009; active = well fitted inhibition curve with a large enough effect in the polarisation, with a control signal flat, not every such curve was filed as active; inconclusive = small, poorly fitted or top-dose-only effect, or effect the other way, or a change in a side signal; inactive = no such curve, though single readings can be large or run the other way; the % refers to the polarisation; also: potency is read from the fitted curve at half-maximal effect; % of control where 0% means no effect; many of its hits are not listed in these tables
Mito fusion yeast – qHTS Assay for Small Molecule Inhibitors of Mitochondrial Division or Activators of Mitochondrial Fusion; S. cerevisiae fusion-defective mutant growth rescue, CellTiterGlo 48 h; Potency, µM (titrated, usually from 46.1 µM), for inactives: at the top dose growth rescue (activation), most hits filed as activators; 320,000 compounds, 0.23% hits; AID 485298, 2010;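 also: potency is read from the fitted curve at half-maximal effect; % of control where 0% means no effect; nearly all actives have a fitted effect of over 45% in size; temperature-sensitive fusion mutants such as fzo1-1 at 37 °C on non-fermentable ethanol glycerol medium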
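Temperature-sensitive fusion-defective S. cerevisiae (e.g. fzo1-1, mgm1-5) were grown with compound in YPEG medium (3% ethanol, 3% glycerol) for 48 hours at 37C. Growth rescue was measured as viability by CellTiterGlo luminescence after 10 minutes at ambient.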
AT treatment – qHTS Assay for Identifying a Potential Treatment of Ataxia-Telangiectasia | […] A-T fibroblasts, KAP-1 phosphorylation AlphaLISA; neocarzinostatin DNA damage 30 min before lysis | Potency, µM (titrated, usually from 57.5 µM), without a hit: top-dose activation, most hits filed as activators | 320,000 compounds, 0.19% hits; also: potency is read from the fitted curve at half-maximal effect; % of control where 0% means no effect; nearly all actives have a fitted effect of over 45% in size
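ATM-like activity read as KAP-1 phosphorylation via AlphaLISA donor/acceptor antibody pairs after lysis and 6 hr at 25C. Cells were ATM-null patient fibroblasts ([…], hTERT), dosed 60 min, then exposed to the DSB inducer NCS for 30 min.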
PTAP TSG101 blk – qHTS Assay for Iinhibitors of HIV-1 Budding by Blocking the Interaction of PTAP/TSG101 | Tumor susceptibility gene 101 protein (Homo sapiens), Q99816 | Fluorescence polarization, FITC-PTAP peptide / Tsg101 binding | Potency, µM (top dose mostly 115 µM), for the others: at the top dose activity change, negative = inhibition, most hits filed as inhibitors | 340,000 tested, under 10 active; active = well fitted inhibition curve with a large enough effect in the main read-out, with a control signal flat, not every such curve was filed as active; inconclusive = small, poorly fitted or top-dose-only effect, or effect the other way, or a change in a side signal; inactive = no such curve, though single readings can be large or run the other way; also: potency is read from the fitted curve at half-maximal effect; % of control where 0% means no effect
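Steps: Tsg101 binding domain dispensed (10 uM final), compounds pinned in DMSO, FITC-labeled PTAP-motif peptide added (50 nM final); after 20 min binding at room temperature, polarization measured.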
ASM inhibitor – Inhibitors of Secretory Acid Sphingomyelinase (S-ASM): qHTS. Potency, µM (doses to about 57.5 µM), inactives show at the highest dose activity change, negative = inhibition, actives largely listed as inhibitors. 340,000 compounds, 0.006% hits. placental ASM, HMU-PC fluorogenic substrate, 60 min. Sphingomyelin phosphodiesterase (Homo sapiens), P17405; also: potency is read from the fitted curve at half-maximal effect
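Human placenta-derived ASM preincubated with compound 10 min at room temperature, then reacted with 9 uM (final) fluorogenic HMU-PC substrate for 60 min at 37 C. Stop solution raises pH to 10; fluorescence read at Ex 386/Em 447 nm.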
An asterisk follows results filed as active; [ ] = remark or other dose. Unless noted, calls follow the shape of the dose curve; as a rule, active = well fitted curve in the direction sought with a large enough effect; inconclusive = small, poorly fitted or top-dose-only effect, or another doubt; inactive = no such curve, though single readings can be large; an effect the other way counts as inactive or inconclusive. An excerpt. The share of hits here may be higher or lower than overall.

What do the screens show for `OCCC1CN(Cc2ccc(C(F)(F)F)cc2)CCN1Cc1ccccc1` (centres undefined)?
MLL CXXC-DNA inh: -2%; TSHR antag: 6; MBNL1 CUG block: 5%; Integrin act MD: -32%; TCR act: -2%; Menin-MLL TR inh: 5%; Mito fusion yeast: -9%; AT treatment: -1%; PTAP TSG101 blk: -2%; ASM inhibitor: 0%

How did CCCCC(=O)Nc1ccc2c(c1)OCCO2 do in these assays?
MLL CXXC-DNA inh: 2%; TSHR antag: 8; MBNL1 CUG block: -8%; Integrin act MD: 1%; TCR act: 6%; Menin-MLL TR inh: -9%; Mito fusion yeast: -3%; AT treatment: -15%; PTAP TSG101 blk: -8%; ASM inhibitor: 6%

What do the screens show for `COc1ccc(/C=N/NC(=O)c2[nH]c3ccc(C)cc3c2-c2ccccc2)c(C(=O)O)c1OC`?
MLL CXXC-DNA inh: 8%; TSHR antag: 7; MBNL1 CUG block: 2%; Integrin act MD: -4%; TCR act: 4%; Menin-MLL TR inh: 98%[activator]; Mito fusion yeast: -8%; AT treatment: -5%; PTAP TSG101 blk: -9%; ASM inhibitor: inconclusive

Results for O=c1oc2ccccc2c(O)c1Sc1ccc(Cl)cc1 ?
Integrin act MD: -21%; TCR act: -5%; PTAP TSG101 blk: -8%; ASM inhibitor: 12%

Results for CC(C)OCCCNc1ncc2c(n1)CC(c1cccs1)CC2=O (centres undefined) ?
MLL CXXC-DNA inh: -3%; TSHR antag: -12; MBNL1 CUG block: -4%; Integrin act MD: 14%; TCR act: -3%; Menin-MLL TR inh: -9%; Mito fusion yeast: 0%; AT treatment: 0%; PTAP TSG101 blk: 0%; ASM inhibitor: 0%

Results for Cn1c(=O)[nH]c(=O)c2c1ncn2CCN1CCCCC1 ?
MLL CXXC-DNA inh: 8%; TSHR antag: 5; MBNL1 CUG block: -4%; Integrin act MD: -17%; TCR act: -11%; Menin-MLL TR inh: 5%; Mito fusion yeast: 1%; AT treatment: 6%; PTAP TSG101 blk: -6%; ASM inhibitor: 3%

Results for Oc1cccc(/C=N/Nc2cccc3cccnc23)c1 ?
MLL CXXC-DNA inh: 2%; TSHR antag: -11; MBNL1 CUG block: inconclusive; Integrin act MD: 3%; TCR act: -2%; Menin-MLL TR inh: inconclusive; Mito fusion yeast: -6%; AT treatment: 0%; PTAP TSG101 blk: -1%; ASM inhibitor: 3%

Results for Cc1ccc(NC(=O)COC(=O)CCc2c(C)nc3ncnn3c2C)cc1 ?
TSHR antag: 11; Integrin act MD: 9%; TCR act: 5%; AT treatment: 13%; PTAP TSG101 blk: -2%; ASM inhibitor: -4%

Results for Cc1onc(-c2ccccc2Cl)c1C(=O)N1CCC(Cc2ccccc2)CC1 ?
MLL CXXC-DNA inh: 10%; TSHR antag: -8; MBNL1 CUG block: -2%; Integrin act MD: -16%; TCR act: 0%; Mito fusion yeast: 24%; AT treatment: -7%; PTAP TSG101 blk: -7%; ASM inhibitor: -8%

Results for CCOC(=O)c1c(NC(=O)CCS(=O)(=O)c2ccccc2)sc2c1CC(C)(C)NC2(C)C ?
MLL CXXC-DNA inh: 6%; TSHR antag: 10; MBNL1 CUG block: -10%; Integrin act MD: -58%[inhibitor]; TCR act: -4%; Mito fusion yeast: 2%; AT treatment: 5%; PTAP TSG101 blk: 1%; ASM inhibitor: 0%

How did O=C(Nc1ccc([N+](=O)[O-])cc1)C(Cc1ccccc1)N1C(=O)c2cccc3cccc(c23)C1=O (centres undefined) do in these assays?
MLL CXXC-DNA inh: -2%; TSHR antag: 25; MBNL1 CUG block: 10%; Integrin act MD: -55%[inhibitor]; TCR act: 7%; Menin-MLL TR inh: inconclusive; Mito fusion yeast: -2%; AT treatment: -1%; PTAP TSG101 blk: 30%; ASM inhibitor: -1%

What do the screens show for `CC(C)CC(=O)Nc1cccc(-c2csc(-c3ccccc3)n2)c1`?
MLL CXXC-DNA inh: 1%; TSHR antag: 3; MBNL1 CUG block: 13%; Integrin act MD: -39%; TCR act: -2%; Menin-MLL TR inh: 0%; Mito fusion yeast: inconclusive; AT treatment: 1%; PTAP TSG101 blk: -6%; ASM inhibitor: -24%

Results for CCC/C=N/NC(=O)c1cccc(Br)c1 ?
MLL CXXC-DNA inh: -1%; TSHR antag: -8; MBNL1 CUG block: 3%; Integrin act MD: -20%; TCR act: 3%; Menin-MLL TR inh: 12%; Mito fusion yeast: -3%; AT treatment: -2%; PTAP TSG101 blk: -9%; ASM inhibitor: 6%

What do the screens show for `COc1cccc(C=Nc2cc(C)cc(C)c2)c1O`?
MLL CXXC-DNA inh: 0%; TSHR antag: 11; MBNL1 CUG block: inconclusive; Integrin act MD: 8%; TCR act: -9%[46.1 µM]; Menin-MLL TR inh: 1%; Mito fusion yeast: 0%; AT treatment: 3%; PTAP TSG101 blk: -5%; ASM inhibitor: 2%

How did Cc1ccc(NC2=C(CC(=O)O)C(c3ccccc3)N(c3ccc(C)cc3)C2=O)cc1 (centres undefined) do in these assays?
MLL CXXC-DNA inh: 0%; TSHR antag: -4; MBNL1 CUG block: -6%; Integrin act MD: -18%; TCR act: 3%[46.1 µM]; Menin-MLL TR inh: -11%; Mito fusion yeast: -3%; AT treatment: 2%; PTAP TSG101 blk: 1%; ASM inhibitor: -3%

Results for Cc1ccc(C2C3=C(CCCC3=O)N=C3c4ccccc4C(=O)C32)cc1 (centres undefined) ?
MLL CXXC-DNA inh: -3%; TSHR antag: -2; MBNL1 CUG block: inconclusive; Integrin act MD: -7%; TCR act: 4%[46.1 µM]; Menin-MLL TR inh: inconclusive; Mito fusion yeast: 9%; AT treatment: -1%; PTAP TSG101 blk: -4%; ASM inhibitor: -12%

Results for CCN(CC)S(=O)(=O)c1ccc(N2CCCCC2)c(C(=O)Nc2ccccc2N2CCOCC2)c1 ?
MLL CXXC-DNA inh: 5%; TSHR antag: -1; MBNL1 CUG block: 1%; Integrin act MD: -4%; TCR act: 3%; Menin-MLL TR inh: -1%; Mito fusion yeast: 1%; AT treatment: -2%; PTAP TSG101 blk: 1%; ASM inhibitor: -2%

What do the screens show for `CC(=O)N1c2ccc(S(=O)(=O)N3CCCCC3)cc2CC1C` (centres undefined)?
MLL CXXC-DNA inh: 9%; TSHR antag: 14; MBNL1 CUG block: -5%; Integrin act MD: 25%; TCR act: -7%; Mito fusion yeast: -2%; AT treatment: 6%; PTAP TSG101 blk: -7%; ASM inhibitor: 3%

Results for Cc1oc(-c2ccccc2F)nc1CS(=O)(=O)CC(=O)N1CCCCCC1 ?
MLL CXXC-DNA inh: -7%; TSHR antag: -2; MBNL1 CUG block: -9%; Integrin act MD: 5%; TCR act: -1%; Menin-MLL TR inh: -8%; Mito fusion yeast: 1%; AT treatment: 4%; PTAP TSG101 blk: 0%; ASM inhibitor: -3%

How did O=C(CN1C(=O)C(=O)N(C2CCCC2)C1=O)Nc1ccc([N+](=O)[O-])cc1 do in these assays?
TSHR antag: -3; Integrin act MD: -5%; TCR act: -2%; Mito fusion yeast: -8%; AT treatment: 1%; PTAP TSG101 blk: -1%; ASM inhibitor: -3%
